NR2E3 ag-1: NR2E3 (human) agonism; Q9Y5X4; GST-NR2E3/biotin-RetCOR TR-FRET, 1536-well; inhibition of corepressor binding, % at 4.78 µM; 320,000 tested, 0.12% active; AID 2300;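 active = percent inhibition above the cutoff of mean plus 3 SD of all tested compounds, set per screening campaign, cut at about 20% in these data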;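 note: 0% = DMSO wells and 100% = biotin wells as full block of FRET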
Target sequence (Q9Y5X4 whole entry, looked up): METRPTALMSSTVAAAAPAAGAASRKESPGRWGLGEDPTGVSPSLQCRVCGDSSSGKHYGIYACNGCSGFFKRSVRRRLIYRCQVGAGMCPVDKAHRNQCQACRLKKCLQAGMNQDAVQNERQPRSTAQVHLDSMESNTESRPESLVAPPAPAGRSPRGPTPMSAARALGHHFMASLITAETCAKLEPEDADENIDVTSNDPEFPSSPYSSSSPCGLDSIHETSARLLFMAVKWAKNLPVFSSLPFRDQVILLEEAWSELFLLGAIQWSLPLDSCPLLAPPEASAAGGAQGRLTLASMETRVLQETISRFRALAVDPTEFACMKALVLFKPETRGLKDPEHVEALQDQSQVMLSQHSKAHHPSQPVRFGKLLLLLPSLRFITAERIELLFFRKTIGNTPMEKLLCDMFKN
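system = GST-tagged NR2E3 plus biotinylated RetCOR corepressor | input = 1.35 nM GST-NR2E3 | also added = 7 nM biotin-RetCOR | schedule = 5 h incubation at 4 °C | measured by = TR-FRET with europium anti-GST and streptavidin-D2, 340 nm excitation | read-out = percent loss of FRET ratio relative to control wells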
HIF-2a block: inhibitors of HIF-2a | 786-0 RCC cells HIF-2a reporter, luciferase luminescence, overnight | inhibition, % at 18.8 µM | 360,000 tested, 0.72% active;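 active = inhibition of the luminescence signal of 40% or more relative to plate controls, in a single-dose primary screen at 18.75 µM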
Vif inh: inhibitors of HIV Vif. HEK293T cells, Vif self-association by quenched fluorescence, imaging, 24 h. inhibition, % at 7.49 µM. 340,000 tested, 0.35% active. AID 602346; in the data active = inhibition above about 50%, passing the limit was not always enough; inconclusive = no clear call, values can overlap the other calls; inactive = below about 31%; note: some results filed as inactive read as strong as hits
PDI turbidity: PDI (human) enzyme inhibition; P07237; PDI insulin aggregation turbidity, A650, 90 min; inhibition, % at 10 µM; 350,000 tested, 0.052% active;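 active = mean inhibition across replicates of 30% or more, whatever share of single replicates reach that level; inconclusive = mean inhibition below 30% while every single replicate reaches 30%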;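 note: absorbance from insulin aggregation driven by PDI reduction with DTT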
Target sequence (P07237 whole entry, looked up): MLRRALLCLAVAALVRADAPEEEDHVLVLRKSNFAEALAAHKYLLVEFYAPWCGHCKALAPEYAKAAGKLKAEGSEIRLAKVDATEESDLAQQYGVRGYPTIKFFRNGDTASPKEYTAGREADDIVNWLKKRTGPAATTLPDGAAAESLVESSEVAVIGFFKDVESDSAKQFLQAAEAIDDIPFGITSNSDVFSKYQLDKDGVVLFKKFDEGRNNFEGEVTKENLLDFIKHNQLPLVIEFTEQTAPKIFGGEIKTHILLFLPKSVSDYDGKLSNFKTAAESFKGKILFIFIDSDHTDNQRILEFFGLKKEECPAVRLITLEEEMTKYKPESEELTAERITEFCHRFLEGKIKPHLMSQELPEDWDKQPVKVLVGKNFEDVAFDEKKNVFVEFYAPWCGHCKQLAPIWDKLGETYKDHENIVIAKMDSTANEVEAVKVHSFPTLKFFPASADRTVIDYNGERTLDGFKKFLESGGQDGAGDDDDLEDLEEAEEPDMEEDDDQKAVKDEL
TRPM1 prom inh: reduces MITF-dependent TRPM1 promoter luciferase signal | SK-MEL-5 TRPM1 promoter luciferase, 24 h | inhibition, % at 12.5 µM | 330,000 tested, 0.83% active;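 active = mean inhibition across replicates of 60% or more, whatever share of single replicates reaches that level; inconclusive = some that reach 60%, reason not given; inactive = mean inhibition across replicates below 60%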; note: values of inactives mirror those of a sister screen read the other way
iPSC survival up: enhancers of human iPSC single-cell survival; AID 602274; survival enhancement, % at 20 µM; hiPSC single-cell survival, ATPlite luminescence; 100% = ROCK inhibitor wells, 0% = DMSO; 360,000 tested, 0.044% active; in the data active = survival enhancement above about 18%;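 note: cells exposed to compounds for 16 hours before the ATP read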
aDG glyco act: increases alpha dystroglycan glycosylation; 360,000 tested, 0.22% active; activation, % at 10 µM; Pro5-aDG cells, alpha-DG glycosylation AlphaScreen (IIH6); 0% Pro5, 100% B10-LARGE cell signal;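 active = activation of at least 8% versus controls, or a plate z-score of at least 8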;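 note: Pro5 are CHO cells carrying HIG-tagged alpha-DG that lacks glycosylation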
NR2E3 ag-2: activates human NR2E3 receptor. Q9Y5X4. CHO-S Gal4-NCOR/VP16-NR2E3 two-hybrid, luciferase. inhibition of corepressor binding, % at 3.98 µM. 360,000 tested, 0.35% active. AID 602229;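 active = inhibition above the mean of all tested compounds plus 3 SD, cut at about 70% in these data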;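 note: 0% = DMSO with NR2E3 transfected cells and 100% = cells lacking NR2E3 construct; higher means lower luciferase signal from less NR2E3 corepressor binding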
CaV13 FRET inh: Primary screen for inhibitors of IQ motif and Ca2+-dependent inactivation inhibitor domain binding in CACNA1D, Förster resonance energy transfer in living cells, …; HEK cells, CFP/YFP FRET ICDI-IQ, plate reader, 10 min; percent FRET-ratio fall versus neutral wells; inhibition, % at 12.3 µM; 340,000 tested, 0.098% active; AID 743397;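 active = mean replicate inhibition of at least 30% and at least 1% of replicates passing that level; inconclusive = only one of the two criteria is met; inactive = neither criterion is met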;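 note: 0% = median of the neutral control wells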
Exocytosis inh: lytic granule exocytosis inhibition; inhibition, % at 10 µM; TALL-104 LAMP-1 surface exposure, flow cytometry; cells stimulated with thapsigargin and PMA; AID 651702; 360,000 tested, 0.66% active;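 active = inhibition above about 55%, limit read from the data; inconclusive = no clear call, values can overlap the other calls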
Peg3 prom inh: inhibitors of Peg3 promoter; inhibition, % at 20 µM; AID 588405; HeLa PEG-Prom luciferase reporter, luminescence, overnight; 360,000 tested, 1.7% active;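 active = inhibition of at least 50% at 20 µM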
Active calls of the source: *; u = inconclusive; x = not tested or not shown; & = joins results of further samples.

canonical_smiles	NR2E3 ag-1	HIF-2a block	Vif inh	PDI turbidity	TRPM1 prom inh	iPSC survival up	aDG glyco act	NR2E3 ag-2	CaV13 FRET inh	Exocytosis inh	Peg3 prom inh
Cc1ccsc1C(=O)c1sccc1C	1	7	5	10	-5	-1.7	0.5	6	-4	0	3
O=C(NCc1ccncc1)c1ccc(N2CCCC2)c([N+](=O)[O-])c1	-2	5	-3	-4	7	1.8	1.5	0	-7	-1	15
COc1ccc(C2CC(c3cccs3)=NN2c2nc(-c3ccccc3)cs2)cc1OC (stereo not given)	-9	-59	-4	-10	3	-0.8	0.2	-4	-8	-6	-23
C[C@H](CO)N1C[C@H](C)[C@@H](CN(C)Cc2ccc(C(=O)O)cc2)Oc2ccc(NC(=O)Cn3cnnn3)cc2C1=O	x	0	6	-7	-4	1.7	0.0	29	-5	1	-6
CC(=O)NNc1nc(-c2ccccc2)c2cc(Br)ccc2n1	5	-26	-5	7	-2	-0.1	-0.1	-43	-5	7	-36
Cc1ccc(NC(=S)Nc2ccc(F)cc2)cc1C	1	-105	-2	5	-12	0.7	-0.2	5	-21	2	-55
N#Cc1cc2cc3c(cc2nc1SCC(=O)OC1CCCCC1)OCO3	1	15	-16	-2	-13	0.4	0.7	-17	-6	5	-3
CC(C)CCNC(=O)CN(Cc1ccccc1)C(=O)CCC(=O)Nc1ccccn1	4	12	-4	1	2	-0.1	0.0	2	-5	-3	6
CCOC(=O)N/N=C\c1ccc(-c2cccc(C(F)(F)F)c2)o1	-1	-21	-8	-3	-16	-1.1	0.5	-15	-2	1	-8
CN(C(=O)COc1cc(C(F)(F)F)nn1C)c1ccccc1	2	11	-6	3	6	-3.1	-0.5	-9	-5	-10	22

Carrying on.
canonical_smiles	NR2E3 ag-1	HIF-2a block	Vif inh	PDI turbidity	TRPM1 prom inh	iPSC survival up	aDG glyco act	NR2E3 ag-2	CaV13 FRET inh	Exocytosis inh	Peg3 prom inh
CC(OC(=O)CCN=C1NS(=O)(=O)c2ccccc21)C(=O)N(C)c1ccccc1 (stereo not given)	-1	12	21	-2	7	-0.3	0.5	23	-4	3	4
Cn1nccc1NC(=O)Nc1ccc(Cl)cc1	0	-29	2	2	-9	-1.0	-0.1	2	-4	-7	-18
CC(OC(=O)c1cccc(S(=O)(=O)N(C)C)c1)C(=O)NCC(=O)Nc1ccc(F)c(F)c1F (stereo not given)	x	9	-10	u	0	-0.7	0.0	-10	-5	-1	6
CS(=O)(=O)N1N=C(c2ccc3nccnc3c2)CC1c1ccccc1 (stereo not given)	4	-31	7	11	-25	-1.1	-0.2	1	-8	-5	-23
O=C(CSc1nnnn1-c1ccccc1)N1CCc2ccccc21	2	-59	-3	5	-17	1.4	0.0	-31	x	1	-31
CN(CC(=O)Nc1c(Cl)cccc1Cl)C(=O)Cc1cccs1	3	4	18	-3	7	-3.4	0.0	5	-7	0	-6
O=C(Nc1ccc(F)cc1)c1cccc(NC(=O)C2C3CC4OC(=O)C2C4C3)c1 (stereo not given)	3	8	1	12	-13	-0.1	-0.3	19	-5	-3	5
CSc1nc(N)nc2c1ncn2CC(=O)NCCNc1ccc([N+](=O)[O-])cn1	x	5	1	-8	-3	9.0	-0.2	-8	-3	-2	-2
COc1cccc(N2C(=O)CC(N3CCN(S(=O)(=O)c4ccccc4[N+](=O)[O-])CC3)C2=O)c1 (stereo not given)	x	1	4	4	3	-0.4	-0.4	-35	-5	-6	14
COc1ccc(Cc2nnc(SCC(=O)N3CCc4ccccc4C3)o2)cc1	3	8	-3	4	9	1.2	-0.1	3	-9	9	7

Continuation.
canonical_smiles	NR2E3 ag-1	HIF-2a block	Vif inh	PDI turbidity	TRPM1 prom inh	iPSC survival up	aDG glyco act	NR2E3 ag-2	CaV13 FRET inh	Exocytosis inh	Peg3 prom inh
CN(C)S(=O)(=O)c1cccc(NC(=O)c2cc3c(cc2Cl)N2CCCCCC2=NS3(=O)=O)c1	0	6	-4	5	14	0.4	-0.3	-18	-7	-1	1
O=C(Nc1nccs1)c1ccc([N+](=O)[O-])cc1Cl	-1	-122	-5	3	-10	-0.2	0.0	-42	-4	-1	-42
O=C1c2ccc([N+](=O)[O-])cc2C(=O)N1CNc1ccccn1	1	7	0	-2	0	-0.1	0.2	-13	-4	1	3
CCOc1ccc(N(C)S(=O)(=O)c2cc(-c3cc(C)no3)ccc2C)cc1	-5	17	-13	4	23	0.0	0.2	-27	-5	2	42
O=C(COc1ccc(F)c(Cl)c1)c1ccc[nH]1	0	-163	-6	7	-43	-0.1	0.0	-58	-5	-1	-155
CC(C)C1N=C2c3ccccc3N=C(SCC(=O)c3ccc(O)c(O)c3)N2C1=O (stereo not given)	1	-5	x	14	10	-0.6	-0.2	-23	x	-1	11
Cn1c(=O)c2cc(S(=O)(=O)NCCC(=O)Nc3ccc(F)cc3F)ccc2n(C)c1=O	0	11	-3	-3	0	-0.5	-0.3	-14	-3	-2	20
O=C(Nc1ccc(NC(=O)C2CCCCC2)nc1)c1cccs1	-2	-152	1	14	-46	-2.8	0.7	-17	-5	4	-176
CCOC(=O)CN(C(=O)CSc1nnc(COc2ccc(OC)cc2)n1CC)c1ccccc1	0	-10	-1	8	3	0.4	0.2	-7	1	-2	8
COc1ccc(C2CCCN2C(=S)Nc2cccc(Cl)c2)cc1OC (stereo not given)	1	-7	0	0	-9	-0.6	0.0	10	1	7	-9

More results
canonical_smiles	NR2E3 ag-1	HIF-2a block	Vif inh	PDI turbidity	TRPM1 prom inh	iPSC survival up	aDG glyco act	NR2E3 ag-2	CaV13 FRET inh	Exocytosis inh	Peg3 prom inh
c1cncc(CNCc2ccco2)c1	x	9	x	0	-1	0.1	0.0	5	-4	0	3
N#Cc1ccccc1OCC(=O)NNC(=O)CCNC(=O)c1ccccc1	x	-10	5	17	7	9.6	-0.1	4	-2	-2	-7
CC(Sc1nc2ccccc2c(=O)n1CCCN1CCOCC1)C(=O)N1CCc2ccccc21 (stereo not given)	x	16	-9	-4	1	1.1	0.0	8	-3	-1	6
O=C(OCC(=O)N1CCN(c2ccccc2)CC1)c1ncc(Cl)c(Cl)c1Cl	3	-9	-9	-8	-3	0.2	0.4	11	-6	0	-2
CC1CC(OC(=O)C(O)c2ccccc2)CC(C)(C)N1C (stereo not given)	-2	10	-5&3	2	1	0.2	-0.1	-28	-5	1	-10
CC1CCN(C(=O)COC(=O)CCC(=O)c2cccs2)CC1	x	14	-7	5	-4	-0.7	0.2	-8	x	3	6
CCOC(=O)c1ccc(N(CC(=O)NCC2CCCO2)C(=O)CCC(=O)Nc2cc(C)on2)cc1 (stereo not given)	2	2	8	11	3	0.0	0.0	-29	-7	-3	-6
O=C(Nc1cccc(S(=O)(=O)Nc2ccccc2Cl)c1)c1ccc(Cl)nc1	1	27	-15	4	17	-0.7	2.1	27	-5	2	13
O=c1c2ccccc2nc2n1C1(CCCCC1)Cc1ccccc1-2	1	17	-6	-2	-8	-0.6	-0.1	-1	-7	1	0
O=C(O)c1ccc(Cl)c(S(=O)(=O)N(Cc2ccccc2)c2ccc(Cl)cc2)c1	1	9	-2	1	8	-0.4	0.0	-5	-4	4	1

Further entries
canonical_smiles	NR2E3 ag-1	HIF-2a block	Vif inh	PDI turbidity	TRPM1 prom inh	iPSC survival up	aDG glyco act	NR2E3 ag-2	CaV13 FRET inh	Exocytosis inh	Peg3 prom inh
Nc1cc(N)nc(SCc2ccc(Cl)cc2)n1	4	-97	-3	10	-45	-0.1	-0.1	-51	-20	0	-61
CCCC(CCC)C(=O)Nc1c[nH]c(=O)[nH]c1=O	3	-9	-15	-8	1	4.7	0.0	-24	-6	11	5
Cc1cccc(C)c1NC(=O)C(c1ccccc1)N1CCN(C/C=C/c2ccccc2)CC1 (stereo not given)	x	-20	x	x	x	-2.2	0.4	-1	-7	-1	17
Cc1ccc([C@@H]2C[C@H]3[C@@H](CN2S(=O)(=O)c2ccc(C)cc2)C(=O)C[C@@H](c2cccc(Cl)c2)N3S(=O)(=O)c2ccc(C)cc2)cc1	x	3	-1	10	x	0.0	0.0	-15	-6	-6	4
O=C(NCCc1ccccc1)C1CCCN1S(=O)(=O)c1ccc(Cl)cc1 (stereo not given)	2	12	0	-3	8	-0.3	0.1	-4	-3	22	-1
Cc1ccc(C(=O)Nc2ccc(N3CCN(S(C)(=O)=O)CC3)cc2)cc1	1	-2	12	1	-14	-0.3	-0.1	-9	-10	0	-7
COc1ccc(OC)c(/C=C2\NC(=O)NC2=O)c1	-2	16	-13	0	-2	1.0	0.4	-24	-17	0	-15
Cc1c(Cl)cccc1NC(=S)NCCC(C)C	-1	19	-8	3	-6	-3.1	0.2	-14	-5	1	9
COCCNC(=O)Cn1c(=O)n(Cc2ccc(C(=O)NCCc3ccc(OC)c(OC)c3)cc2)c(=O)c2ccccc21	1	19	-1	0	1	0.2	0.0	-25	-17	0	8
COc1ccc(-c2noc(C3CCCN(C(=O)c4cccc(F)c4)C3)n2)cc1 (stereo not given)	4	-19	-15	10	7	0.1	0.4	-25	-4	9	19

Next part
canonical_smiles	NR2E3 ag-1	HIF-2a block	Vif inh	PDI turbidity	TRPM1 prom inh	iPSC survival up	aDG glyco act	NR2E3 ag-2	CaV13 FRET inh	Exocytosis inh	Peg3 prom inh
COc1cc(OC)cc(-c2c(-c3cccs3)c3cc(-c4ccn[nH]4)ccc3n2C)c1	6	13	1	-3	21	-1.6	0.0	-18	-9	7	22
Cc1onc(-c2ccccc2)c1C(=O)N1CCC(C)(C(=O)NS(=O)(=O)C2CC2)C1 (stereo not given)	x	6	-9	-6	x	-1.9	-0.1	-2	-15	-4	6
CCCn1c(=O)c2[nH]c(-c3ccc(OCC(=O)Nc4ccc(C#N)cc4)cc3)nc2n(CCC)c1=O	-1	4	94*	7	5	2.1	0.0	-34	-6	1	5
C[C@@H](NS(=O)(=O)c1cc(Cl)ccc1F)[C@H](O)c1ccccc1	x	17	-3	-4	12	0.4	0.0	-7	-3	-3	5
CCS(=O)(=O)Nc1cccc(-c2ccc3nnc(-c4cccnc4)n3n2)c1	1	11	0	-12	3	-0.4	0.2	-2	-13	4	28
O=C(NC1CCCC1)c1cccc2c1C(=O)c1ccc(/C=C/c3ccccc3)cc1S2(=O)=O	5	11	-2	16	26	-3.2	-0.3	16	-11	3	36
O=c1ccc2cc(S(=O)(=O)N3CCN(c4ccccc4F)CC3)ccc2o1	4	7	-12	5	12	0.1	-0.1	-6	-3	-1	7
COc1ccc(/C=N\NS(=O)(=O)c2ccc(Br)cc2)cc1COc1ccccc1[N+](=O)[O-]	-1	14	-6	0	1	-2.4	0.4	10	-1	4	13
COc1ccc(CN2CCC(C)CC2)cc1OCc1ccccc1	x	9	-5	-65	-8	0.4	-0.1	-18	-2	32	7
COc1ccc(C)cc1NC(=O)c1sc2nc(C)nc(N3CCOCC3)c2c1C	0	-5	-7	-4	6	0.6	-0.1	-30	-2	-2	15
COC(=O)CCCC1=CC2=CC(=O)C(C)(OC(=O)c3cccs3)C(=O)C2=CN1c1ccccc1 (stereo not given)	0	8	x	5	-4	-0.5	0.2	-14	-5	23	-2
